HP1b chromo inh = blocks HP1-beta chromodomain binding to methylated histone tails. 390,000 compounds, 0.56% hits. AID 540317. Potency, µM (series often up to 114 µM), without a hit: at the top dose activity change, negative = inhibition, actives largely listed as inhibitors. AlphaScreen HP1-beta / biotin-H3K9me3 peptide binding. P83916; note: potency is the fitted concentration of half-maximal effect; nearly all actives have a fitted effect of over 70% in size; inactives centre near 23
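Compound inhibition of the preformed complex between 50 nM HP1-beta and 50 nM biotinylated H3K9me3 peptide was read by AlphaScreen. Buffer was PBS pH 7.4 with 0.01% Tween-20. Incubations ran 30 min at room temperature, with 10 ug/mL donor/acceptor beads.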
G9a block = blocks human histone lysine methyltransferase G9a | Q96KQ7 | G9a H3K9 monomethylation, AlphaScreen, 2 h | Potency, µM (titrated, usually from 102 µM), without a hit: at the top dose activity, negative = inhibition, actives largely listed as inhibitors | 350,000 compounds, 8.8% hits | AID 504332; note: potency is the fitted concentration of half-maximal effect; % is set by controls: 0 for no effect and ±100 for the full control effect; nearly all actives have a fitted effect of over 75% in size
Target sequence (Q96KQ7 913-1193 limits assumed): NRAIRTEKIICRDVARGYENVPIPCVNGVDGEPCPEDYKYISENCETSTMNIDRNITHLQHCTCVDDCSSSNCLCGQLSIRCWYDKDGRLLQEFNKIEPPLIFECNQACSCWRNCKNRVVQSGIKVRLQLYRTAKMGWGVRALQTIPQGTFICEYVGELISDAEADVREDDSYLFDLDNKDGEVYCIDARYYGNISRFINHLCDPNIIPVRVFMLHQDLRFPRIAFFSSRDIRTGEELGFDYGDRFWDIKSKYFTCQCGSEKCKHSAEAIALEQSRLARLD
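G9a (20 nM) preincubated 15 min RT with compounds, then 500 nM biotinylated H3K9 peptide and 20 uM SAM added; 2 h RT reaction. Monomethyl-H3K9 product detected by AlphaScreen with anti-H3K9me1 antibody, streptavidin donor and anti-rabbit IgG acceptor beads.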
GLS inhibitor = glutaminase GLS (human) inhibition; O94925; GLS enzymatic activity, qHTS titration; Potency, µM (series often up to 45.5 µM), for the others: at the top dose activity change, negative = inhibition, actives largely listed as inhibitors; 410,000 compounds, 0.21% hits; AID 624170; note: potency is the fitted concentration of half-maximal effect; % is set by controls: 0 for no effect and ±100 for the full control effect
Target sequence (O94925 whole entry, looked up): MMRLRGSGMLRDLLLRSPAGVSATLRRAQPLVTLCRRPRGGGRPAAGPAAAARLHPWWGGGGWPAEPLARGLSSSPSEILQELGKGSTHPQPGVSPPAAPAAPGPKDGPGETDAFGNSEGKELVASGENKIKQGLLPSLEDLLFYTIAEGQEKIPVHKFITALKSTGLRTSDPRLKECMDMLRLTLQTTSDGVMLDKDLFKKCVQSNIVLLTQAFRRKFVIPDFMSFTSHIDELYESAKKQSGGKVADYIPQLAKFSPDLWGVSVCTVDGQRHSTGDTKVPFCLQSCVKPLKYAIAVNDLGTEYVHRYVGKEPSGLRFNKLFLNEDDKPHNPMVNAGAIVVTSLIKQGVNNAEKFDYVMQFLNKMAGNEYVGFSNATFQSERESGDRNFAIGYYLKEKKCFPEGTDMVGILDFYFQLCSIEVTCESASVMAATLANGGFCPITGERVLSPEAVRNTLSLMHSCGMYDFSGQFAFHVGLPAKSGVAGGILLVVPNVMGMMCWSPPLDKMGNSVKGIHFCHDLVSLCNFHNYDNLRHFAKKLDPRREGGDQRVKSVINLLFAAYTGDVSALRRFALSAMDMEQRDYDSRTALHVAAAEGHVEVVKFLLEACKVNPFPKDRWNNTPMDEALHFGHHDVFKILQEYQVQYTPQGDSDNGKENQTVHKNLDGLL
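hKGA; 45 mM KH2PO4 pH 8.2 + 0.02% Tween-20; cpd via pin tool; 1 mM Gln soln; GluOx/HRP/Amplex Red; RT 30 min; fluor. t0 & final.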
BAZ2B inh = inhibitors of human BAZ2B bromodomain. Q9UIF8. AlphaScreen BAZ2B-H3K14Ac peptide displacement. Potency, µM (doses to about 114 µM), without a hit: top-dose activity change, negative = inhibition, most hits filed as inhibitors. 360,000 compounds, 4.4% hits; note: potency is the fitted concentration of half-maximal effect; % is set by controls: 0 for no effect and ±100 for the full control effect; nearly all actives have a fitted effect of over 60% in size
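Inhibition is scored as reduced AlphaScreen emission. The BAZ2B/b-H3(5-23)K14Ac complex (50 nM each) in PBS pH 7.4, 0.01% Tween-20 meets compound (up to 110 uM) for 30 min at RT before bead addition.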
PI4K2A inh = PI4K2A (human) kinase inhibition; Q9BTU6; purified PI4K2A, ADP-Glo luminescence, 1 h; active compounds read low; activity change, negative = inhibition, % at 76.9 µM; 420,000 compounds, 0.13% hits; in the data active = activity change below about -50%; inconclusive = mostly about -30% to -49%;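 note: -100% = wells without enzyme as full effect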
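PI4K2A activity was measured by ADP-Glo luminescence: enzyme (4 ug/mL stock) and phosphatidylinositol (1.2 mM stock) in Tris pH 7.5/MgCl2/EGTA/Triton X-100 buffer were reacted with ATP (300 microM stock) for one hour at ambient temperature.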
JMJD2A Tudor inh = inhibitors of human JMJD2A Tudor domain. Potency, µM (titrated, usually from 114 µM), for inactives: at the highest dose activity change, negative = inhibition, usual class: inhibitors. AID 504339. 390,000 compounds, 4.4% hits. O75164. AlphaScreen JMJD2A-Tudor / H3K4me3 peptide binding; note: potency is the fitted concentration of half-maximal effect; % is set by controls: 0 for no effect and ±100 for the full control effect; nearly all actives have a fitted effect of over 50% in size
12-LOX inh = inhibitors of human 12S-lipoxygenase ALOX12; P18054; purified 12hLO, xylenol orange hydroperoxide absorbance; Potency, µM (doses to about 108 µM), for the others: top-dose activity change, negative = inhibition, most hits filed as inhibitors; 580,000 compounds, 1.1% hits; note: potency is the fitted concentration of half-maximal effect; % is set by controls: 0 for no effect and ±100 for the full control effect
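Purified human 12hLO (150 nM final) in 25 mM Hepes, 0.01% Triton X-100, pH 7.0 was preincubated 15 min at room temperature with compound. Then 40 uM arachidonic acid was added, 30 min. Hydroperoxide was read by Fe-XO absorbance ratio 573/405 nm.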
ERG Ets-DNA blk = ERG Ets/DNA interaction inhibition. fluorescence polarization, His-ERG Ets domain / labelled DNA. P11308. AID 624246. 370,000 compounds, 0.028% hits. Potency, µM (doses to about 76.9 µM), for the others: at the highest dose FP activity, negative = inhibition, usual class: inhibitors; active = well fitted inhibition curve with a large enough effect in the polarisation, with a control signal flat; inconclusive = small, poorly fitted or top-dose-only effect, or effect the other way, or a change in a side signal; inactive = no such curve, though single readings can be large or run the other way; the % refers to the polarisation;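 note: polarization taken with two DNA probes labelled with fluorescein and Texas red; potency is the fitted concentration of half-maximal effect; % of control where 0% means no effect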
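His-tagged ERG Ets domain (1 uM in the protein solution; 300mM KCl, 50mM Tris-HCl, 1mM EDTA, 1mM DTT, pH 7.5) received compound, then a probe mix of 5 nM fluorescein-DNA and 100nM Texas-615-DNA. Fluorescence polarization was read for both dyes.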
RGS4 inh = inhibitors of human regulator of G protein signaling 4. Potency, µM (top dose mostly 114 µM), without a hit: top-dose activity change, negative = inhibition, usual class: inhibitors. P49798. 390,000 compounds, 0.039% hits. AID 504845. Transcreener GDP fluorescence polarization, RGS4-accelerated GTP hydrolysis; note: potency is the fitted concentration of half-maximal effect; % is set by controls: 0 for no effect and ±100 for the full control effect; nearly all actives have a fitted effect of over 75% in size; some results filed as inactive show a strong effect at the top dose
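MLSMR compounds (23 nl, pin-transferred) preincubated 10 min at room temperature with a 500nM (2x) first reagent, then RGS4 at 900nM (2x) plus Transcreener GDP mix added; fluorescence polarization (620/688 nm) read before and after 90 min at 30 °C.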
Starred values were filed as active, the others as inactive; u = inconclusive; x = no result given; [ ] = another dose, or the depositor's remark. Unless noted, calls come from the whole dose curve; as a rule, active = well fitted curve in the direction sought with a large enough effect; inconclusive = small, poorly fitted or top-dose-only effect, or another doubt; inactive = no such curve, though single readings can be large; an effect the other way counts as inactive or inconclusive. An excerpt (hit frequency here may not be typical).

SMILES	HP1b chromo inh	G9a block	GLS inhibitor	BAZ2B inh	PI4K2A inh	JMJD2A Tudor inh	12-LOX inh	ERG Ets-DNA blk	RGS4 inh
CC(Sc1nnnn1C)C(=O)Nc1ncc(Cl)cc1Cl (stereo not drawn)	40%[activator]	4%[12.7 µM]	4%	-1%	2	-8%	2%	-3%	-1%
CCCn1nc(NC(=O)CC(C)C)c2cc3cccc(C)c3nc21	41%[activator][57 µM]	12%	0%	3%	3	16%	64%[activator]	-2%	-29%
COc1ccc(Cl)cc1NC(=O)CN(C)C(=O)Cn1cnc2c1c(=O)n(C)c(=O)n2C	23%	-1%	3%	-5%	7	-9%	-12%	-6%	22%
CC(=O)N1CCN(CC(=O)Nc2cc(S(=O)(=O)N3CCCCC3)ccc2C)CC1	37%	x	-7%	x	1	2%	4%	5%	4%
Cc1sc(NC(=O)CSc2nnnn2C)c(C#N)c1C	53%[activator]	x	13%	-20%	-2	-10%	12%	-5%	-14%
CC(=O)Nc1cccc(OCC(O)Cn2cnc3ccccc32)c1 (stereo not drawn)	27%	-25%[59 µM]	4%	5%	2	-4%	0%	2%	-14%
Cc1ccc(COC(=O)c2ccc(-c3nnn(Cc4ccc(C)cc4)n3)cc2)cc1	28%	-1%[59 µM]	2%	-13%	-2	-2%	-13%	3%	-5%
COc1ccc(/C=C2\C(=O)N(c3c(Cl)cc(Cl)cc3Cl)N=C2NC(=O)c2cccc([N+](=O)[O-])c2)cc1	u	3%[59 µM]	4%	u	-15	u	x	-14%	u
COc1ccc(CCN2C(=O)C(Oc3ccccc3C)C2c2ccc3c(c2)OCO3)cc1OC (stereo not drawn)	12%	5%	1%	-29%	-5	-25%	-2%	1%	-27%
CCc1nn(C(CC)C(=O)NCc2cccs2)c(=O)c2cc3occc3n12 (stereo not drawn)	33%	15%	-5%	-13%	-2	-10%	-1%	-1%	7%
Cc1cc(C)c(S(=O)(=O)N2CCOC2CNC(=O)C(=O)NCc2ccncc2)c(C)c1 (stereo not drawn)	25%	1%	-11%	-25%	-4	-18%	0%	-11%	-2%
Cc1cc(NC(=O)Nc2nnc(N3CCCCCC3)s2)ccc1Br	37%	-32%[59 µM]	0%	0%	-1	-4%	6%	-5%	9%
Cc1ccc(NC(=O)c2ccc(CNc3c(N4CCOCC4)c(=O)c3=O)cc2)cc1	34%	u	22%	11%	-7	-1%	13%[57.4 µM]	12%	-5%
CCOC(=O)C1CCCN(C(=O)c2ccc(CNc3c(N4CCC(C)CC4)c(=O)c3=O)cc2)C1 (stereo not drawn)	48%[activator]	12%[59 µM]	9%	-3%	0	-1%	6%[57.4 µM]	1%	-14%
COc1cc(N)c2ncccc2c1Br	12%	x	-3%	x	-52*	-17%	0%	49%[activator]	-21%
CCOC(=O)c1cc2c(=O)n3ccccc3nc2n(CCOC)c1=NC(=O)c1ccncc1	28%	-4%[12.7 µM]	-18%	3%	0	-17%	u	-2%	-3%
CN1CCN(c2nc(-c3ccccc3)ncc2S(C)(=O)=O)CC1	1%	-32%	-2%	-9%	1	-5%	0%	-7%	12%
COc1ccc(CCNC(=O)c2cc(-c3cccs3)on2)cc1OC	17%	39%[12.7 µM]	0%	7%	1	-10%	20%	-6%	25%
O=C(COC(=O)c1ccccc1F)Nc1cccnc1Cl	61%[activator]	4%	0%	-12%	1	13%	-1%	5%	-32%
CCn1c(C)nc2cc(S(=O)(=O)C(F)F)ccc21	4%	3%[12.7 µM]	5%	2%	-2	-7%	18%	-7%	29%
COC(=O)c1ccccc1OCCCN(C)C	u	8.9µM*	19%	79µM*	-4	89µM*	-12%	0%	0%
CCc1ccc(NC(=O)c2noc3c2CCc2ccccc2-3)cc1	35%	-3%[12.7 µM]	-1%	-3%	9	17%[57.1 µM]	0%	-2%	24%[11.4 µM]
O=C(Cn1cnc2ccccc21)N/N=C/c1ccccc1[N+](=O)[O-]	26%	-6%[59 µM]	2%	9%	3	-16%	6%	0%	-8%
O=C(CNC(=O)c1ccccc1F)NC1CCN(Cc2ccccc2)CC1	-5%	-16%	-1%	-16%	2	-8%	5%	6%	18%
Cc1ccc(S(=O)(=O)N(C)C)cc1NS(=O)(=O)c1ccc(Cl)s1	44%[activator]	-6%[59 µM]	13%	0%	-1	-13%	-16%	11%	9%
Next part
SMILES	HP1b chromo inh	G9a block	GLS inhibitor	BAZ2B inh	PI4K2A inh	JMJD2A Tudor inh	12-LOX inh	ERG Ets-DNA blk	RGS4 inh
CCc1ccc(CN2CCC(n3nccc3NC(=O)c3ccccc3)CC2)o1	35%	18%	2%	-30%	-2	-30%	-12%	-10%	-21%[56.9 µM]
Cc1ccccc1-c1nnc(SCc2ccccc2F)o1	188%	128%[activator][59 µM]	8%	160%[activator]	-9	119%[activator]	-23%	3%	7%
CCN(CC)CCn1c(=S)[nH]c2cc(C(=O)NCc3ccc(C)cc3)ccc2c1=O	29%	x	18%	-6%	8	-19%	u	0%	-50%
CCCCn1c(=NC(=O)c2cc3ccccc3o2)c(C(=O)OCC)cc2c(=O)n3ccccc3nc21	43%[activator]	u	0%	13%	-3	8%	1%	1%	15%
Cc1cc(C(=O)N2CCCC(C(=O)c3cccc4ccccc34)C2)nc(C)n1 (stereo not drawn)	44%[activator]	-36%	3%	-8%	1	-12%	0%	-4%	2%
Cc1ccc(SCC(=O)OCC(=O)NC2CCCCCCC2)cc1	79%[activator]	9%[0.501 µM]	5%	32%	1	21%	-10%	12%	15%
O=C(N/N=C/c1ccoc1)c1ccc(Cl)cc1	14%	45µM*	-4%	-35%	-17	-16%	-10%	2%	10%
CC(C)OP(=O)(OC(C)C)C(Nc1ccccn1)c1ccc(F)cc1 (stereo not drawn)	6%	4%[59 µM]	4%	-20%	2	-16%	u	-1%	-7%
CCOC(=O)C1=C(COC(=O)/C=C/c2ccc(C)o2)NC(=O)NC1C (stereo not drawn)	-6%	u	-3%	-10%	-4	-29%	u	10%	-13%
Cc1ccc(OCc2nc(-c3ccc(Cl)cc3)n[nH]2)cc1	36%[activator]	u	-1%	12%	-1	-2%	19%	1%	12%
CCCN1CCC(CCOc2ccccc2)(C(=O)OCC)CC1	27%	6%	-11%	4%	8	7%	4%	6%	1%
O=C(Cc1ccc(F)cc1)NC1CC(=O)N(c2ccc3c(c2)OCCO3)C1 (stereo not drawn)	1%	8%[59 µM]	12%	0%	1	-9%	0%	8%	-5%
COc1ccc(Cn2nnnc2C(C(C)C)N2CCN(c3ccccc3OC)CC2)cc1 (stereo not drawn)	26%	-37%[12.7 µM]	3%	-13%	2	-19%	u	-2%	-3%
CCCS(=O)(=O)c1nc(S(=O)(=O)c2ccc(C)cc2)c(N2CCN(C)CC2)s1	29%	0%	-12%	-6%	10	-8%	10%	0%	17%
O=C(CCS(=O)(=O)c1ccc(Br)cc1)N1CCN(Cc2ccccc2)CC1	10%	2%[59 µM]	-8%	-3%	-5	-14%	38%[activator]	-9%	-20%
Cc1ccc(N(C(=O)c2cccc(C)c2)S(=O)(=O)c2ccc(Cl)cc2)cc1	26%	14%[59 µM]	7%	2%	5	-9%	-3%	0%	14%
O=C(NCC1CCN(Cc2ccccc2F)CC1)Nc1cc(F)ccc1F	25%	2%	-23%	1%	4	-9%	0%	5%	14%
O=C1NC[C@H](CC2CCCCC2)N(CCc2cccc(F)c2)C1=O	25%	-4%[2.33 µM]	7%	3%	2	-10%	-22%	14%	15%
Cc1nn2c(=O)cc(COc3ccc(/C=C(\C#N)C(=O)Nc4ccc(F)cc4)cc3)nc2s1	64%[activator]	4%[59 µM]	u	-24%	-7	-7%	-20%	-3%	-38%
CC(=O)c1ccc(N2CCN(c3ccccc3O)CC2)c([N+](=O)[O-])c1	u	45µM*	u	u	-1	u	-24%	14%	-32%
CCC(=O)Nc1nnc(S(=O)(=O)N2CCCc3ccccc32)s1	49%[activator]	x	-1%	-4%	-2	-18%	-6%[57.4 µM]	4%	4%
Cc1ccc(-c2n[nH]c(=O)c3ccccc23)cc1S(=O)(=O)Nc1ccc(F)cc1	-8%	5%	-12%	-4%	4	-14%	u	12%	u
CCN(CC(=O)NCc1ccc(Cl)cc1)C(=O)COc1cccc(Cl)c1	29%	2%[0.501 µM]	-1%	2%	-1	-3%	u	12%	-11%
O=C(CCN1C(=O)S/C(=C\C=C\c2ccccc2)C1=O)Nc1ccc(O)cc1	16%	19%	-1%	-22%	-9	-9%	-12%	-2%	10%
Cc1cccc(NC2=C/C(=N/S(=O)(=O)c3cccs3)c3ccccc3C2=O)c1	u	u	1%	2.5µM*	-2	5.6µM*	-10%	-10%	-29%
Cc1cccc(-c2nc3c(cnn3-c3ccccc3)c(=O)n2-c2ccc(Br)cc2)c1	65%[activator]	1%[59 µM]	3%	-12%	-5	-18%	5%	4%	-21%
CCOC(=O)/C=C1\SCC(=O)N1CC(=O)Nc1ccc2c(c1)CCC2	15%	47%[12.7 µM]	1%	-3%	5	-13%	2%	1%	11%
CON(C)S(=O)(=O)c1cccc(C(=O)Oc2ccc(N(C)S(=O)(=O)c3ccccc3)cc2)c1	18%	4%	3%	4%	2	-8%	-5%	128%[activator]	10%

Screening data as filed in PubChem BioAssay.
